# Assay outcomes: PubChem, Sanford-Burnham Center for Chemical Genomics
# UPR XBP1 act – adaptive UPR (XBP1) activation; CHO-XBP1 luciferase reporter, IRE1-XBP1 UPR activation, luminescence; percent of tunicamycin response, DMSO as zero; activation, % at 20 µM; 0.33% of 330,000 active;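 active = versus positive control, 20 µM dose yields 30% or more activation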;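 also: 100% = tunicamycin at 10 µg/mL and 0% = DMSO only wells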
#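 Material: IRE1-XBP1 luciferase reporter CHO line / Quantity: one thousand reporter cells per well / Buffer or medium: F12 with 10% serum / Compound: 20 µM single concentration, DMSO 1% / Times: 6 h treatment, 37 °C / Detection: Steady-Glo luciferase glow luminescence, 10 min after reagent addition / Benchmarks: tunicamycin high, DMSO low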
# Jurkat NFkB inh – lowers PMA/ionomycin-induced NF-kB signal in Jurkat cells | PMA/ionomycin-induced NF-kB luciferase reporter, luminescence | inhibition, % at 4 µM | 0.53% of 330,000 active; in the data active = inhibition above about 50%
# TIM10 inh – inhibits growth of TIM10 yeast strain. S. cerevisiae TIM10 strain growth, BacTiter-Glo luminescence, 24 h. inhibition, % at 10 µM. 1.4% of 330,000 active;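 active = inhibition of 40% or more at the single tested concentration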;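 also: wild-type TIM10 isogenic control strain grown at permissive 25 °C; 0% = DMSO yeast wells and 100% = minimal medium wells without yeast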
# UPR CHOP act – activators of apoptotic arm of unfolded protein response (CHOP); CHO-CHOP luciferase reporter, UPR activation, luminescence; percent of tunicamycin response over DMSO baseline; 0.34% of 330,000 active; activation, % at 10 µM; AID 449763;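 active = at 10 µM dose, activation of 40% or more, normalized to positive control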;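 also: 100% = tunicamycin at 10 µg/mL and 0% = DMSO alone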
#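 Assay system: CHO-CHOP cells, stable luciferase reporter of PERK-eIF2a-CHOP signalling / Buffer or medium: F12 plus 10% serum / Compound dosing: one dose, 10 µM in 0.5% DMSO / Times: 6 h compound treatment, 37 °C / Technique: luciferase luminescence / Read-out: % reporter activation, DMSO baseline versus tunicamycin full activation / Benchmarks: tunicamycin and DMSO controls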
# Mdm2-MdmX inh – inhibitors of human Mdm2/MdmX interaction. O15151+Q00987. SaOS-2 split-luciferase Mdm2/MdmX complementation, luminescence. inhibition, % at 8 µM. 3% of 330,000 active;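 active = inhibition of at least 50% at 8 µM in the primary screen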
# Target sequence (O15151 whole entry, looked up): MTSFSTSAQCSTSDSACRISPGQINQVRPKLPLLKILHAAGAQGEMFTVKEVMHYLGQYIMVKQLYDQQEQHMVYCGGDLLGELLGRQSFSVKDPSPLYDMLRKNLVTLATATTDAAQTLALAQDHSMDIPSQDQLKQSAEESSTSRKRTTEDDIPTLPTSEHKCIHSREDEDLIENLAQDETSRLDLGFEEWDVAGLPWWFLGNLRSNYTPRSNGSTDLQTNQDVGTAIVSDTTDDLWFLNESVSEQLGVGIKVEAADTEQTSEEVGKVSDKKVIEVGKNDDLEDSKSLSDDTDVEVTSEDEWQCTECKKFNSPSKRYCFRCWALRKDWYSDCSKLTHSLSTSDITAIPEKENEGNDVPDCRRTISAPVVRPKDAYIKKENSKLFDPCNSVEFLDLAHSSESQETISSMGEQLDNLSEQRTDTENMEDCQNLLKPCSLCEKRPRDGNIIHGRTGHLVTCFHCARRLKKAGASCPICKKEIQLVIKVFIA
# Target sequence (Q00987 whole entry, looked up): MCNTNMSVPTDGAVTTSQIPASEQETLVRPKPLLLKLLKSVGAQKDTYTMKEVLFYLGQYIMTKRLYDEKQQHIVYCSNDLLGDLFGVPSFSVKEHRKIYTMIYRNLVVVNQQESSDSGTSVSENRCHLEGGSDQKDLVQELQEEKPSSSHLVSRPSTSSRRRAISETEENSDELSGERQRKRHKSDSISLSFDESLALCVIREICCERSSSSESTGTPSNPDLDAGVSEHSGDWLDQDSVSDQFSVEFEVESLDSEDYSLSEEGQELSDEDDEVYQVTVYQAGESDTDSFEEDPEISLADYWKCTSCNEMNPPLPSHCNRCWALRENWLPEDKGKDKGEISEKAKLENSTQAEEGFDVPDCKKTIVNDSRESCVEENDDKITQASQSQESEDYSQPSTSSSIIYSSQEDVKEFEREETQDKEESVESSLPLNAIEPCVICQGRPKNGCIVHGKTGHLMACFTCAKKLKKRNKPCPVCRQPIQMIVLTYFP
# tim23-1 inh – inhibits growth of tim23-1 mutant yeast; AID 463212; S. cerevisiae tim23-1 growth, BacTiter-Glo luminescence, 24 h; 1.3% of 330,000 active; inhibition, % at 20 µM;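 active = growth inhibition of the mutant yeast at or above 50%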;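 also: temperature-sensitive mutant grown at 25 °C; plate controls were DMSO-treated mutant yeast for no effect and medium wells lacking yeast for full effect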
# 697 NFkB inh – lowers PMA/ionomycin-induced NF-kB signal in 697 B cells. AID 435022. inhibition, % at 4 µM. 697 B-cell NF-kB luciferase reporter, 16 h. 0.33% of 330,000 active; in the data active = inhibition above about 35%
# tim10-1 inh – inhibits growth of tim10-1 mutant yeast | S. cerevisiae tim10-1 ts strain growth, BacTiter-Glo, 24 h | inhibition, % at 20 µM | 2.2% of 330,000 active | AID 463190;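 active = inhibition of at least 40%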;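 also: mutant grown at 25 °C; 0% = DMSO wells with yeast and 100% = wells holding no yeast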
# Starred values were filed as active, the others as inactive.
# The opening 4 records (preview)
SMILES,UPR XBP1 act,Jurkat NFkB inh,TIM10 inh,UPR CHOP act,Mdm2-MdmX inh,tim23-1 inh,697 NFkB inh,tim10-1 inh
CCCC(C)C(=O)Nc1ccc(C(N)=O)cc1 (stereo not drawn),0,-7,-2,-1.1,0,13,-9,0
Cc1ccccc1-c1n[nH]c(=S)n1/N=C/c1c(C)nn(-c2ccccc2)c1C,2,-11,-23,-0.8,87*,-24,-274,-1
COc1ccc(Br)cc1C1Nc2ccccc2C(=O)N1NC(=O)c1ccncc1 (stereo not drawn),-2,-15,-15,-0.6,-14,-4,-17,-11
COc1ccc(-c2noc(CCC(=O)NCCN3CCN(c4ccccc4F)CC3)n2)cc1,-4,-2,7,-0.2,32,9,0,8

# The list itself (from the top)
SMILES,UPR XBP1 act,Jurkat NFkB inh,TIM10 inh,UPR CHOP act,Mdm2-MdmX inh,tim23-1 inh,697 NFkB inh,tim10-1 inh
CCCC(C)C(=O)Nc1ccc(C(N)=O)cc1 (stereo not drawn),0,-7,-2,-1.1,0,13,-9,0
Cc1ccccc1-c1n[nH]c(=S)n1/N=C/c1c(C)nn(-c2ccccc2)c1C,2,-11,-23,-0.8,87*,-24,-274,-1
COc1ccc(Br)cc1C1Nc2ccccc2C(=O)N1NC(=O)c1ccncc1 (stereo not drawn),-2,-15,-15,-0.6,-14,-4,-17,-11
COc1ccc(-c2noc(CCC(=O)NCCN3CCN(c4ccccc4F)CC3)n2)cc1,-4,-2,7,-0.2,32,9,0,8
O=C(CN=C1NC(=O)C(c2ccccc2)(c2ccccc2)N1)NCc1ccc(F)cc1,-1,7,3,2.8,15,11,6,15
COc1cccc(C(=O)CC(=O)C(=O)Nc2ccc([N+](=O)[O-])cc2C)c1,2,2,-4,13,7,12,-26,-10
COc1cccc(N2CCN(C(=O)c3cccn4c(=O)c5c(C)c(C)sc5nc34)CC2)c1,-1,11,-3,-0.1,-6,-5,19,0
Cc1cc(OC(=O)c2ccc(S(=O)(=O)N3CCCC3)cc2)c([N+](=O)[O-])c(=O)[nH]1,-1,6,6,-1.3,20,-7,2,8
Cn1ncc(C#N)c1/N=C/N1CCOCC1,-3,11,-10,0.7,18,9,8,16
Cn1c(=O)c2c(nc(SCC(=O)NCC3CCCO3)n2Cc2ccc(F)cc2)n(C)c1=O (stereo not drawn),-1,-8,9,0.2,19,7,1,2
Cc1cc(C)nc(SCc2c(F)cccc2Cl)n1,-3,-3,4,1.0,-9,24,-8,6
COc1ccccc1NS(=O)(=O)c1cccc(NC(=O)c2nc3nc(C)cc(C)n3n2)c1,-1,24,4,0.9,-10,15,-5,8
Oc1c(N=NC(=S)Nc2ccccc2F)c2ccccc2n1Cc1ccccc1F,-1,6,12,-2.1,64*,1,22,17
Cc1ccc(C)c(NC(=O)C(Sc2ncnc3ccccc23)c2ccccc2)c1 (stereo not drawn),-1,6,21,-1.1,28,8,-7,24
O=C(COC(=O)c1ccc(F)cc1Cl)NCc1ccco1,0,2,-4,0.9,21,-4,10,2
CN(CCOc1ccccc1)C(=O)CCc1c[nH]c2ccccc12,5,3,7,-0.9,11,23,-7,17
O=C(CSc1ccccc1)OCC(=O)N1CCN(C(=O)c2ccco2)CC1,-1,-3,15,-1.1,22,9,17,6
O=C(COC(=O)c1cccnc1Cl)NCc1ccc(F)cc1,-3,2,-12,0.5,8,-6,13,-5
Cn1c(CNC(=O)c2ccccc2F)nnc1SCCOc1ccccc1,-1,8,3,-0.7,-13,8,-20,12
CC(C)(CNc1ccc([N+](=O)[O-])cc1C#N)N1CCOCC1,-5,5,17,-0.5,18,5,19,13
Cn1c(=O)c([N+](=O)[O-])c(NC2CCS(=O)(=O)C2)c2ccccc21 (stereo not drawn),-2,19,12,3.6,3,9,5,0
CCC(CC)C(=O)N1CCN(Cc2nc3ccccc3c(=O)[nH]2)CC1,-1,-7,-12,-0.3,3,15,-5,-1
O=C(Nc1ccc(CN2CCOCC2)cc1)c1cc(Br)ccc1Cl,-4,8,-38,0.1,-6,1,-15,-50
Cc1nc(CCNC(=O)CC2C(=O)NCCN2Cc2ccccc2F)sc1C (stereo not drawn),-2,-4,6,1.0,22,5,24,7
CC1(C)N(OCc2ccccc2)C(=O)C(=O)N(OCc2ccccc2)C1(C)C,-1,2,5,-2.1,13,33,16,27

# Another view of part of the listing above:
CC(C)(CNc1ccc([N+](=O)[O-])cc1C#N)N1CCOCC1
  UPR XBP1 act = -5
  Jurkat NFkB inh = 5
  TIM10 inh = 17
  UPR CHOP act = -0.5
  Mdm2-MdmX inh = 18
  tim23-1 inh = 5
  697 NFkB inh = 19
  tim10-1 inh = 13

O=C(COC(=O)c1cccnc1Cl)NCc1ccc(F)cc1
  UPR XBP1 act = -3
  Jurkat NFkB inh = 2
  TIM10 inh = -12
  UPR CHOP act = 0.5
  Mdm2-MdmX inh = 8
  tim23-1 inh = -6
  697 NFkB inh = 13
  tim10-1 inh = -5

Cc1nc(CCNC(=O)CC2C(=O)NCCN2Cc2ccccc2F)sc1C (stereo not drawn)
  UPR XBP1 act = -2
  Jurkat NFkB inh = -4
  TIM10 inh = 6
  UPR CHOP act = 1.0
  Mdm2-MdmX inh = 22
  tim23-1 inh = 5
  697 NFkB inh = 24
  tim10-1 inh = 7

# (cont.)
SMILES,UPR XBP1 act,Jurkat NFkB inh,TIM10 inh,UPR CHOP act,Mdm2-MdmX inh,tim23-1 inh,697 NFkB inh,tim10-1 inh
COc1ccc(N=C2S/C(=C\c3ccco3)C(=O)N2CC(C)C)cc1,-3,-7,0,0.7,12,4,10,5
CCOC(=O)C(C)N1C(=O)S/C(=C\c2ccc(-c3ccccc3C(=O)O)o2)C1=O (stereo not drawn),-7,-2,13,-0.1,-23,23,5,2
COc1ccccc1N(C)S(=O)(=O)c1ccc(C(=O)NC2=NCCS2)cc1,0,-3,12,1.6,8,11,4,22
COc1ccc(NC(=O)c2ccco2)c([N+](=O)[O-])c1,2,-61,9,4.8,-109,4,-107,12
COc1cccc(CC2(CO)CCCN(CC3=Cc4cc(Cl)ccc4OC3)C2)c1 (stereo not drawn),-1,7,20,-1.6,-21,38,-1,34
Cc1c(F)cccc1NS(=O)(=O)c1ccc2c(c1)c(=O)n(C)c(=O)n2C,0,-15,-9,-1.3,20,6,12,14
CC(Oc1ccccc1)C(=O)N=C1SC2CS(=O)(=O)CC2N1Cc1ccc(F)cc1 (stereo not drawn),-1,-13,8,1.3,14,15,-10,18
Cc1cc(C(=O)O)ccc1-c1ccc(/C=C2\NC(=O)N(Cc3ccccc3Cl)C2=O)o1,0,10,0,0.1,2,-22,33,-5
Cc1ccccc1C(=O)Nc1ccccc1-c1nnn(CC(=O)Nc2ccc3c(c2)OCCO3)n1,-2,-6,13,-2.4,10,4,-22,9
CCOC(=O)C1CCCN(S(=O)(=O)c2ccc3c(c2)CC(C)N3C(=O)C2CC2)C1 (stereo not drawn),-1,17,27,-0.6,8,27,-13,27
COCCCn1c(SCC(=O)NC2CCCCC2)nc2ccccc2c1=O,-4,7,14,1.6,16,13,-7,-9
Cc1ccnc(NC(=O)c2cccc(NC(=O)CC3SC(N4CCCCC4)=NC3=O)c2)c1 (stereo not drawn),-1,-8,5,-1.8,-6,-3,14,-3
O=C(CCNC(=O)c1ccccc1Cl)NCCc1ccc(Cl)cc1,-5,5,-4,1.9,27,-11,2,0
Cc1ccc(-c2cc(C(=O)Nc3cc(C)on3)c3ccccc3n2)c(C)c1,-3,0,16,0.1,9,14,3,11
CN(C)CCN(C(=O)c1ccc(S(=O)(=O)N(C)c2ccccc2)cc1)c1nc2cc3c(cc2s1)OCO3,0,-22,22,0.9,13,16,-5,32
O=C(CSc1ccc(-c2ccco2)nn1)Nc1ccc(F)cc1,-1,0,3,0.5,16,20,-1,2
CC(=O)Nc1ccc(NC(=S)NC(=O)C2CCCC2)cc1,-3,-17,4,1.9,8,31,-5,33
Cc1cccc(NC(=O)Nc2cccc(C)n2)n1,2,-20,20,3.2,-6,10,7,12
CC(NC(=O)c1cccc(S(=O)(=O)N2CCN(Cc3ccccc3)CC2)c1)c1ccc(Cl)cc1 (stereo not drawn),-1,-11,8,-0.4,19,10,1,5
CC1(C)CC2CC(C)(CN2C(=O)COC(=O)c2cccc([N+](=O)[O-])c2)C1 (stereo not drawn),-2,3,2,0.4,-6,23,-6,3
CCCCCN(C(=O)CCC(=O)OCCOc1ccccc1)c1c(N)n(CCCC)c(=O)[nH]c1=O,-1,2,5,0.1,8,19,17,8
CCSc1ccccc1C(=O)NCCCn1ccnc1,1,11,-3,2.2,3,-3,10,8
COc1ccccc1-n1c(CNC(=O)c2ccco2)nnc1SCC(=O)Nc1cc(C)ccc1C,-3,3,7,-1.6,-16,17,-3,-2
Cc1ccc(S(=O)(=O)NCC(=O)NCC2CCCCC2)cc1C,-4,-8,17,-0.8,-7,14,1,-3
CCC(c1nnnn1Cc1ccco1)N(Cc1ccccc1OC)Cc1cc2cc(C)ccc2[nH]c1=O (stereo not drawn),0,-10,9,2.8,30,19,-13,13
# Following part.
SMILES,UPR XBP1 act,Jurkat NFkB inh,TIM10 inh,UPR CHOP act,Mdm2-MdmX inh,tim23-1 inh,697 NFkB inh,tim10-1 inh
CC(=O)Nc1cc(C(=O)OC(C(=O)c2ccccc2)c2ccccc2)ccc1C (stereo not drawn),-2,10,26,1.3,3,31,10,25
O=C(NCc1cccs1)C1CCCN(c2ncccn2)C1 (stereo not drawn),2,-5,-5,-1.7,-1,9,25,7
Cc1ccc(-c2nc(CSc3nc4ccccc4c(=O)n3CCO)cs2)cc1,0,7,20,-1.0,-2,9,-27,11
Cc1ccc2sc(NC(=O)c3cccc(N4C(=O)CCC4=O)c3)nc2c1C,6,10,12,3.8,3,2,-19,-11
COc1ccc(N2C(=O)CC(N3CCC(O)(c4ccc(Br)cc4)CC3)C2=O)cc1 (stereo not drawn),-5,-3,-4,-1.5,-2,5,1,25
CCCCn1c(=O)c(Cc2ccccc2)c(O)c2ccccc21,-1,-9,-4,3.0,-4,8,6,10

# Whole records, quoted from the list. Screens in order: UPR XBP1 act | Jurkat NFkB inh | TIM10 inh | UPR CHOP act | Mdm2-MdmX inh | tim23-1 inh | 697 NFkB inh | tim10-1 inh
# O=C(NCc1cccs1)C1CCCN(c2ncccn2)C1 (stereo not drawn) is listed with 2 | -5 | -5 | -1.7 | -1 | 9 | 25 | 7
# COc1ccc(N2C(=O)CC(N3CCC(O)(c4ccc(Br)cc4)CC3)C2=O)cc1 (stereo not drawn) is listed with -5 | -3 | -4 | -1.5 | -2 | 5 | 1 | 25

# Compounds were not picked by outcome; overall some 6.6% were active at least once.
